Source: PubChem (several laboratories)
Thrombin inh: thrombin (human) inhibition. 0.26% of 220,000 active. AID 1046. P00734. inhibition, % at 5 µM. alpha-thrombin, Boc-VPR-AMC fluorogenic substrate cleavage;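 active = inhibition at or above 40%; inactive = inhibition below 40%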;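 also: 0% = enzyme with no compound and 100% = wells without enzyme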
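Material: human alpha-thrombin protein; Also added: Boc-VPR-AMC substrate, 15 µM final; Timing: enzyme reaction carried out at room temperature; Signal: fluorescence, ex 355 nm, em 460 nm; Measure: % inhibition of thrombin; Controls: enzyme without compound as high, wells lacking enzyme as low.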
Wee1 stabilizer: human Wee1 degradation inhibition, primary screen; P30291; 1.2% of 220,000 active; AID 1321; HeLa Luc-Wee1K328M stability, luciferase luminescence; 100% = proteasome inhibitor MG132 effect; reporter increase, % at 5 µM;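 active = activation above the mean of all tested compounds plus 3 SD, set per screening run, cut at about 8.8% in these data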;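 also: cells exposed to compound for 20 h before luminescence read; 0% = DMSO alone and 100% = MG132 at 30 µM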
FXIa inh: inhibitors of human coagulation factor XIa. purified FXIa, Boc-Glu-Ala-Arg-AMC fluorogenic substrate. inhibition, % at 5 µM. 0.14% of 220,000 active;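 active = inhibition of at least 40%; inactive = inhibition below 40%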;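 also: fluorescence of freed AMC excited at 355 nm; 0% = enzyme without compound and 100% = no enzyme blank; many of its hits are not listed in these tables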
Hck-Nef inh: inhibitors of human Hck kinase activated by Nef. Recombinant Hck-YEEI plus Nef, Z-Lyte FRET kinase assay. AID 463187. 0.68% of 220,000 active. P08631. inhibition, % at 20 µM;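 active = Hck-Nef kinase inhibition above about 50%, limit read from the data; inactive = inhibition below that limit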;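 also: 0% = DMSO with Hck plus Nef and 100% = Hck alone without Nef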
hK5 inh: inhibitors of human kallikrein 5. Q9Y337. inhibition, % at 5 µM. recombinant hK5, fluorogenic AMC substrate cleavage. AID 873. 0.59% of 210,000 active;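 active = inhibition of 40% or more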;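 also: 0% = enzyme controls without compound and 100% = no-enzyme blanks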
Target sequence (Q9Y337 67-293 limits assumed): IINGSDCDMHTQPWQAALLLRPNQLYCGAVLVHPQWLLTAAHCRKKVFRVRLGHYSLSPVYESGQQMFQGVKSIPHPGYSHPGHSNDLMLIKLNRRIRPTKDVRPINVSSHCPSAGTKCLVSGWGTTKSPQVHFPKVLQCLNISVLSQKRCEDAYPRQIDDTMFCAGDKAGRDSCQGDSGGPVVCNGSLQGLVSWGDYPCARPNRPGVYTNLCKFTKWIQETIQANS
Runt-SMMHC FRET: inhibitors of human RUNX1 Runt domain binding to CBFb-SMMHC. Q01196+Q13951. Cerulean-Runt/Venus-CBFb-SMMHC FRET ratio 530/480, 1 h. inhibition, % at 20 µM. 0.74% of 220,000 active;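 active = mean inhibition across duplicate retests at 20 µM reaching about 50%, limit read from the data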;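 also: 0% = DMSO wells and 100% = wells with excess untagged CBFb-SMMHC; inhibitors lower the FRET ratio by blocking Runt binding to CBFb-SMMHC; some results filed as inactive read as strong as hits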
Target sequence (Q01196 whole entry, looked up, the tested form may be a part): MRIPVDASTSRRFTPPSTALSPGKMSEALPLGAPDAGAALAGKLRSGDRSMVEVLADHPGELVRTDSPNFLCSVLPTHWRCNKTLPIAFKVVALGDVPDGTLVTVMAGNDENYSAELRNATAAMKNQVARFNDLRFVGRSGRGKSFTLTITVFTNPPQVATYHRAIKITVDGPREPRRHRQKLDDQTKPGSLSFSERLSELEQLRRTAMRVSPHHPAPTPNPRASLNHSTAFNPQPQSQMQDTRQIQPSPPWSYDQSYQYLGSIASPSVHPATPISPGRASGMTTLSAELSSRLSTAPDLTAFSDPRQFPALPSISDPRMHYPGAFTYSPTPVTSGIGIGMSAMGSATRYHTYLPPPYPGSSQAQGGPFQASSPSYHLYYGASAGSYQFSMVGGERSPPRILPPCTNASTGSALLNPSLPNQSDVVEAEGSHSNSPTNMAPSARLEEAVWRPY
Target sequence (Q13951 whole entry, looked up, the tested form may be a part): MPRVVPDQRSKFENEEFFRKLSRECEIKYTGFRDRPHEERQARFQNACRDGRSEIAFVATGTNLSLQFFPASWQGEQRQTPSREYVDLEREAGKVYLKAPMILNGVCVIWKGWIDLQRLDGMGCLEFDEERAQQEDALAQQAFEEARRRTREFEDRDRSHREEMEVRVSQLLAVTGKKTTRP
FXIIa inh 1536: factor XIIa (human) inhibition; P00748; inhibition, % at 5 µM; AID 800; 0.3% of 220,000 active; purified FXIIa, Boc-QGR-AMC fluorogenic substrate, 2 h; in the data active = inhibition above about 40%;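 also: 0% = enzyme with no compound and 100% = blank without enzyme; many of its hits are not listed in these tables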
14-3-3 Bad PPI: disrupts binding of bovine 14-3-3 zeta to phospho-Bad peptide | 0.71% of 220,000 active | AID 781 | inhibition, % at 21.7 µM | TR-FRET 14-3-3zeta/Dy647-pBad peptide displacement, 1 h | P63103;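 active = inhibition above about 70%, limit read from the data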;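 also: 0% = full 14-3-3 plus peptide FRET controls and 100% = background without 14-3-3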
Runt-CBFb FRET: inhibitors of human RUNX1 Runt domain binding to CBFb | Q01196+Q13951 | Cerulean-Runt/Venus-CBFb FRET ratio 530/480, 1 h | inhibition, % at 20 µM | 0.46% of 220,000 active | AID 1496;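 active = inhibition over about 50% at 20 µM in the single-dose screen, limit read from the data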;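 also: 0% = DMSO wells and 100% = excess unlabeled CBFb competitor control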
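Buffer or medium: Tris pH 7.5 buffer with BSA. Assay system: Cerulean-labeled Runt domain protein. Amount: each fluorescent fusion protein 100 nM. Read-out basis: loss of energy transfer signal. Incubation: 1 h compound exposure, room temperature. Probe or stimulus: Venus-CBFb binding partner, 100 nM. Detection: FRET, excitation 422 nm, emission at 530 and 480 nm.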
* = called active by the depositor; . = not tested or not shown; [ ] = remark or other dose. Not a hit list (roughly 4.2% active in at least one column).

hK5 inh | Hck-Nef inh | Wee1 stabilizer | Thrombin inh | 14-3-3 Bad PPI | Runt-CBFb FRET | FXIa inh | Runt-SMMHC FRET | FXIIa inh 1536 | smiles
1.2 | 4.6 | -1.5 | 0.6 | -14.4 | 0.3 | -2.2 | 4.0 | 13.0 | OCC1(CCOc2ccccc2)CCN(Cc2cccn2-c2ncccn2)CC1
-5.5 | 19.6 | 2.0 | 5.0 | -9.2 | -0.4 | 0.2 | 1.2 | 7.6 | Cc1ccnc(NC(=O)c2ccc(Cl)c([N+](=O)[O-])c2)c1
-12.4 | 18.0 | -0.2 | -8.2 | -4.0 | -0.7 | -3.5 | 0.1 | 6.3 | CCN(CC)C1CCN(C(=O)CCc2nnc(CCCCc3ccccc3)o2)C1 (centres undefined)
-10.8 | 1.6 | 0.9 | -3.6 | -4.9[fluorescence artefact?] | 2.1 | 0.1 | 2.2 | 6.9 | CCC(NS(=O)(=O)c1ccc(C)cc1)C(=O)N1CCN(c2ccccn2)CC1 (centres undefined)
-13.2 | 5.9 | -0.8 | 5.3 | -18.1 | 0.0 | 3.5 | -2.7 | 6.5 | CCN(CC(=O)Nc1ccc2c(c1)OCCO2)Cc1cc(=O)n2ccsc2n1
1.2 | 21.2 | 2.4 | -2.6 | -1.8 | -0.9 | -0.5 | -0.6 | 11.2 | COC(=O)c1ccccc1C(=O)N1CCCC(CCC(=O)NCc2ccc(F)c(F)c2)C1 (centres undefined)
12.5 | -2.3 | -1.6 | -2.3 | 7.4 | 2.5 | 3.4 | -7.8 | 10.3 | CC(=O)N1CCc2cc(S(=O)(=O)NCCC(=O)NCCc3ccccc3)ccc21
-6.7 | -1.1 | 0.1 | -2.6 | -8.5 | 2.4 | -5.5 | -2.5 | -3.5 | Cc1ccccc1C(=O)NC1CCN(CC(=O)NCc2ccc(F)cc2)CC1
-2.6 | -3.8 | -0.2 | 4.6 | 1.6 | 1.1 | 8.4 | 1.9 | 6.9 | CCCOC(=O)c1ccc(NC(=O)c2cc(=O)[nH]c3ccccc23)cc1
-5.9 | 0.1 | -1.2 | -1.6 | 1.6 | -3.7 | -5.7 | -29.0 | 8.9 | Cc1[nH]c2ccccc2c1C(c1ccccn1)c1c(C)[nH]c2ccccc12
-10.4 | 1.1 | -1.1 | -2.5 | -1.4 | . | -1.8 | -2.7 | 11.1 | Cc1cc(O)c(/C=N/Nc2ccc(Cl)cc2)c(=O)o1
-10.5 | 2.4 | 1.4 | -0.8 | -4.5 | -3.7 | 4.5 | -6.2 | 15.0 | CNC(=O)c1ccsc1NC(=O)c1ccc(Cl)s1
-1.4 | 20.6 | -1.6 | 0.8 | -9.1 | 2.1 | -1.4 | -4.9 | 4.2 | COc1ccc(NC(=O)CSc2nnnn2C)cc1
-28.2 | 1.2 | 3.4 | -1.4 | 13.2 | -2.5 | 6.6 | -0.8 | 5.0 | Cc1cccc(NC(=O)c2cc(NC(=O)C3CCCCC3C(=O)O)ccc2N2CCCCC2)c1 (centres undefined)
-11.0 | 5.8 | 2.5 | -2.2 | -4.3 | 0.1 | 5.9 | -5.8 | 5.0 | CSC1=C(C#N)C(c2ccc(C)cc2)C2=C(CCCC2=O)N1 (centres undefined)
-16.1 | 2.8 | -0.9 | 1.3 | 2.2[fluorescence artefact?] | -4.0 | 7.7 | -2.3 | 9.8 | Cc1ccc(/C=N/NC(=O)CSc2nc3ccccc3c(=O)n2-c2ccccc2C)s1
18.4 | -29.3 | 10.8* | 18.2 | 0.0 | 0.1 | 12.0 | -3.1 | . | COCCNC(=O)C12CC3CC(C1)CC(c1ccccc1)(C3)C2
-5.4 | 2.7 | -1.6 | -3.0 | -1.4 | -0.1 | -3.2 | 1.5 | 7.1 | Cc1nnc(-c2cnn(C)c2N)n1Cc1ccc2c(c1)OCO2
13.6 | 0.2 | 1.7 | -2.1 | 11.4 | -0.8 | 6.5 | 0.8 | 15.1 | O=C(OCc1cc2ccccc2[nH]c1=O)c1ccncc1
-16.9 | 16.4 | 1.4 | -3.3 | 0.9[fluorescence artefact?] | 1.3 | -0.7 | 2.9 | 11.2 | c1ccc2c(CCNc3ncnc4nc[nH]c34)c[nH]c2c1
0.8 | 28.7 | -3.5 | -3.0 | -7.7 | -2.2 | 3.5 | -1.2 | 7.4 | O=C(O)Cc1cn(Cc2cccc(Cl)c2)c2ccccc12
-7.9 | -3.6 | 0.4 | -0.5 | 0.5 | -6.6 | -1.9 | -14.0 | 4.8 | CCCOC(=O)/C(=C\c1ccc([N+](=O)[O-])o1)NC(=O)c1ccccc1
-6.9 | 5.0 | 7.3 | -6.6 | 1.4 | 1.4 | 3.3 | -2.9 | 1.6 | O=C1NCCCC1C(=O)N/N=C/c1ccc(Cl)cc1 (centres undefined)
-2.4 | 0.7 | 0.8 | -2.5 | 4.4 | 1.8 | 5.0 | 3.3 | 2.3 | COc1ccccc1-n1cnnc1SC1CCOC1=O (centres undefined)
-16.2 | 71.4* | -1.6 | 5.4 | 1.7 | . | 25.1 | -4.0 | 21.7 | Cc1sc(-n2c(C)cc(/C=C3\SC(=S)NC3=O)c2C)c(C#N)c1C
6.2 | -2.0 | 3.4 | -0.2 | 1.6 | -0.6 | 3.3 | 0.1 | 7.7 | Cc1ccc(CSc2ncnc3c2cnn3Cc2ccccc2)cc1C
-6.3 | 29.5 | -0.3 | -15.9 | 45.6[fluorescence artefact?] | 4.4 | 19.0 | -5.3 | 22.6 | O=C(Nc1ccc2oc(=O)ccc2c1)c1ccc(-c2ccc(Cl)cc2)o1
-21.0 | 2.3 | 2.0 | -4.9 | -33.7 | -1.1 | -2.3 | 4.1 | 8.3 | CCOc1ccc(NC(=S)NN2C(C)CCCC2C)cc1 (centres undefined)
8.9 | -0.2 | 1.8 | 4.8 | -17.8 | 28.5 | 4.3 | 58.5* | 12.4 | CCCCN(C)C1=CC2=CC(=C(C#N)C#N)CCC2CC1 (centres undefined)
-7.8 | 6.5 | 1.8 | -1.5 | -6.3 | -1.8 | 9.3 | 7.8 | 11.4 | O=C(Nc1cccc(S(=O)(=O)N2CCCCC2)c1)c1ccc2c(c1)OCO2
-56.5 | 2.4 | 2.3 | -12.1 | 0.0 | 1.9 | 3.3 | 0.6 | 10.0 | CC/C(=N\NC(=S)Nc1ccc(OC)cc1)c1ccc(OC(F)F)cc1
2.2 | 3.2 | 0.2 | -5.8 | -3.9 | 8.0 | -8.1 | 22.5 | 1.1 | S=c1[nH]nc([C@@H]2C[C@H]2c2ccccc2)n1-c1ccccc1
14.2 | 13.9 | 0.6 | 6.0 | 3.5[fluorescence artefact?] | 14.1 | 4.7 | 6.9 | 7.4 | O=c1cc(NCc2ccco2)[nH]c(=O)n1-c1ccc(Br)cc1
-0.7 | 3.7 | -1.9 | 1.6 | -6.9 | -1.4 | 1.9 | -10.7 | 8.7 | CCN(CC)S(=O)(=O)c1ccc(NC(=O)CCC2CCCCC2)cc1
0.9 | -11.8 | 5.0 | -8.0 | 1.2 | -2.3 | -1.3 | 1.6 | 4.9 | Cc1cc(S(=O)(=O)NC2CCCCC2)ccc1OCC(=O)NCC1CCCO1 (centres undefined)
-3.0 | -0.7 | 2.5 | 5.5 | -9.8 | 0.9 | -1.4 | -3.0 | 8.1 | CC(/C=C/c1ccc2c(c1)OCO2)=N\NC(=O)c1ccccc1
-14.5 | 5.0 | 0.5 | -0.7 | -2.8[fluorescence artefact?] | -0.8 | 8.5 | 8.8 | 11.8 | CS(=O)(=O)N(CC(=O)Nc1ccccc1C(=O)N1CCOCC1)c1ccccc1
-2.0 | 6.0 | -1.5 | 1.6 | 3.9[fluorescence artefact?] | 0.0 | 10.2 | 0.4 | 13.8 | COc1ccc(NS(=O)(=O)c2cccc(-c3nnc(-c4ccccc4)o3)c2)cc1
-9.0 | 10.4 | -2.0 | -0.8 | 5.1 | 0.6 | 4.5 | 0.8 | 16.6 | CCC1(C)OC(=O)N2CCc3c(C)[nH]c4c(C)ccc(c34)C21C (centres undefined)
-9.9 | 7.1 | 3.7 | -1.9 | -8.7 | -2.3 | -6.1 | -1.8 | 1.4 | CCCC1=[N+](CC(C)=O)CCn2c(C)ccc21
-5.7 | 15.1 | 2.3 | -10.0 | 5.5 | -1.2 | -8.3 | 2.5 | 3.6 | CCOC(=O)N1CCC(N2CC34C=CC(O3)C(C(=O)Nc3ccc(C(C)C)cc3)C4C2=O)CC1 (centres undefined)
13.8 | -0.1 | 1.7 | 15.5 | -0.8 | 1.2 | -0.2 | -0.5 | -6.5 | Nc1nc(SCC(=O)N2CCc3ccccc3C2)[nH]c(=O)c1-c1ccccc1
-14.6 | 4.6 | -0.1 | 0.5 | -5.5 | 1.8 | -5.5 | -6.3 | 10.4 | CCOC(=O)N1CCN(C(=O)CCCn2c(=S)[nH]c3ccccc3c2=O)CC1
-8.1 | 0.4 | -3.6 | 4.1 | 4.4 | 0.3 | 5.0 | 3.1 | 22.1 | Cc1cc(S(=O)(=O)NCc2ccco2)c(C)s1

Of the compounds above, six have a Cl atom.
hK5 inh | Hck-Nef inh | Wee1 stabilizer | Thrombin inh | 14-3-3 Bad PPI | Runt-CBFb FRET | FXIa inh | Runt-SMMHC FRET | FXIIa inh 1536 | smiles
-5.5 | 19.6 | 2.0 | 5.0 | -9.2 | -0.4 | 0.2 | 1.2 | 7.6 | Cc1ccnc(NC(=O)c2ccc(Cl)c([N+](=O)[O-])c2)c1
-10.4 | 1.1 | -1.1 | -2.5 | -1.4 | . | -1.8 | -2.7 | 11.1 | Cc1cc(O)c(/C=N/Nc2ccc(Cl)cc2)c(=O)o1
-10.5 | 2.4 | 1.4 | -0.8 | -4.5 | -3.7 | 4.5 | -6.2 | 15.0 | CNC(=O)c1ccsc1NC(=O)c1ccc(Cl)s1
0.8 | 28.7 | -3.5 | -3.0 | -7.7 | -2.2 | 3.5 | -1.2 | 7.4 | O=C(O)Cc1cn(Cc2cccc(Cl)c2)c2ccccc12
-6.9 | 5.0 | 7.3 | -6.6 | 1.4 | 1.4 | 3.3 | -2.9 | 1.6 | O=C1NCCCC1C(=O)N/N=C/c1ccc(Cl)cc1 (centres undefined)
-6.3 | 29.5 | -0.3 | -15.9 | 45.6[fluorescence artefact?] | 4.4 | 19.0 | -5.3 | 22.6 | O=C(Nc1ccc2oc(=O)ccc2c1)c1ccc(-c2ccc(Cl)cc2)o1
